Bioassay records (PubChem BioAssay)
PvdQ inh – P. aeruginosa PvdQ acylase inhibitors, primary screen, biochemical, fluorescence, plate reader and imaging, single point; PvdQ acylase [Pseudomonas aeruginosa LESB58]; purified PvdQ acylase; inhibition, % at 10 µM; 340,000 tested, 0.063% active; AID 488965, 2010; in the data active = inhibition above about 30%, passing the limit was not always enough; inconclusive = no clear call, values can overlap the other calls;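 note: 0% = vehicle neutral wells and 100% = reference inhibitor wells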
SR-BI DiI-HDL act – activators of SR-BI mediated DiI-HDL uptake, primary screen, ldlA[mSR-BI] CHO cells, DiI fluorescence; 3 h; 100 = double the neutral-control signal; activation, % at 12.5 µM; 320,000 tested, 0.096% active;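 active = mean replicate activation of at least 60% and every replicate at or above 60%; inconclusive = mean or all-replicate condition met, but not both; inactive = mean below 60% and not all replicates reaching 60%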;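 note: 0% = median plate neutral-control signal and 100% = twice that signal; values of inactives mirror those of a sister screen read the other way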
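Test system: SR-BI-overexpressing, LDLR-lacking CHO cells. Measured by: DiI fluorescence, bottom read. Medium: Ham's F12 with 0.5% BSA, HEPES 25 mM, pH 7.4. Timing: 3 h uptake period with compound, 37 °C.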
CAL PDZ FP-1 – untagged CAL PDZ binding inhibitors, primary screen, biochemical, fluorescence polarization, HTS; AID 602252, 2012; Golgi-associated PDZ and coiled-coil motif-containing protein (Homo sapiens), Q9HD26; 300,000 tested, 0.92% active; purified CAL PDZ, TMR-peptide fluorescence polarization, 1 h; inhibition, % at 24.9 µM;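 active = mean inhibition of at least 30% with at least half of replicates also reaching 30%; inconclusive = no clear call, values can overlap the other calls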;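 note: 0% = DMSO neutral control and 100% = excess unlabeled competitor peptide PRC23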
CAL PDZ FP-2 – CAL PDZ peptide-binding inhibitors, primary screen, biochemical, fluorescence polarization, Cer-tagged CAL PDZ, HTS | Golgi-associated PDZ and coiled-coil motif-containing protein (Homo sapiens), Q9HD26 | purified CAL PDZ, TMR-peptide fluorescence polarization, 1 h | inhibition, % at 20 µM | 330,000 tested, 0.02% active | AID 504414, 2011;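 active = highest replicate inhibition of at least 40%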;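 note: plate controls were DMSO neutral control wells for no effect and unlabeled competitor peptide control wells for full effect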
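Material: tagged CAL PDZ protein CerCALP, purified; buffer or medium: sodium phosphate/NaCl buffer pH 7.4 with TCEP, IgG, Thesit; also added: fluorescent TMR peptide probe; schedule: 1 h incubation at room temperature before polarization reading; technique: fluorescence polarization from S- and P-plane intensities, G-factor corrected; control set: unlabelled peptide and DMSO controls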
Rtt109 HAT inh – inhibitors of C. albicans Rtt109/Vps75 HAT, primary screen, biochemical, ThioGlo CoA-SH fluorescence, plate reader; AID 540336, 2011; 330,000 tested, 0.16% active; Histone acetyltransferase RTT109 (Candida albicans (strain SC5314 / ATCC MYA-2876)), …; purified Rtt109/Vps75, 4 h; inhibition, % at 34.9 µM;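 active = inhibition of at least 50% in every replicate; inconclusive = best replicate reaches 50% inhibition but some replicates fall short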
Target sequence (Q5AAJ8 whole entry, looked up): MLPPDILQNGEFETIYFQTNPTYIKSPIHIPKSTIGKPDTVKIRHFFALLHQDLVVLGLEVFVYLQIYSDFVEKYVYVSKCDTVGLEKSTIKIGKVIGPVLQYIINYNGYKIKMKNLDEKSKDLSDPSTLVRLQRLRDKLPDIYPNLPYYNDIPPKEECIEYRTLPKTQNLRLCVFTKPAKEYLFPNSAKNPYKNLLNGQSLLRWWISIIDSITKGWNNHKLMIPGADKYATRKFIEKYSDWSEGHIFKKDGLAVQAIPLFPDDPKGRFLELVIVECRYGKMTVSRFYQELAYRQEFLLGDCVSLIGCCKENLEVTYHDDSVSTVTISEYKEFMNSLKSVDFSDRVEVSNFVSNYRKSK
NSD2 inh – NSD2 histone methyltransferase inhibitors, primary screen, biochemical, AlphaScreen, single concentration, set 2; Histone-lysine N-methyltransferase NSD2 (Homo sapiens), O96028; NSD2 peptide methylation, 120 min; inhibition, % at 12.5 µM; 310,000 tested, 0.54% active; in the data active = inhibition above about 50%
SR-BI DiI inh – inhibitors of SR-BI mediated HDL lipid uptake, primary screen, ldlA[mSR-BI] cells, fluorescence, single point. Scavenger receptor class B member 1 (Mus musculus), Q61009. ldlA[mSR-BI] CHO cells, DiI-HDL uptake fluorescence, 3 h. inhibition, % at 12.5 µM. 320,000 tested, 0.96% active;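 active = mean replicate inhibition of at least 70% and a set share of replicates each scoring 70 or more; inconclusive = meets just one of the two criteria; inactive = fails both criteria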;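 note: 0% = median of neutral control wells and 100% = median of positive control wells; values of inactives mirror those of a sister screen read the other way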
Target sequence (Q61009 whole entry, looked up): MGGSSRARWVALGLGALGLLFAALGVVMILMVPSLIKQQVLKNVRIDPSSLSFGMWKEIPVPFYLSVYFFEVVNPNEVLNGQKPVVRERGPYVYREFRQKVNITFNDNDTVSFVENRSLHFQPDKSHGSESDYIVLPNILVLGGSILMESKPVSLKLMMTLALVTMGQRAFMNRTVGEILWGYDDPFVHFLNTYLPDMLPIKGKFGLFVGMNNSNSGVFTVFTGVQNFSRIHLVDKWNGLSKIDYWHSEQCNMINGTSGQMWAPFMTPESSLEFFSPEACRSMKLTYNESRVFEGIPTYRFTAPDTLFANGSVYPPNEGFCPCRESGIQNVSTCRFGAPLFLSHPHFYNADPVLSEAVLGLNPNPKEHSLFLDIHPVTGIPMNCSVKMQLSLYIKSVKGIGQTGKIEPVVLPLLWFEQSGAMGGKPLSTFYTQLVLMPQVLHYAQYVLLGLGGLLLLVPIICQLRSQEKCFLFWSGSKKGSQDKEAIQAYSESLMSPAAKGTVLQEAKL
dFosB act – activators of delta FosB homodimer, primary screen, biochemical, fluorescence polarization, TAMRA-CDK5 oligo, single point; Protein FosB (Mus musculus), P13346; purified delta FosB; percent of positive-control signal above neutral wells; activation, % at 25 µM; 340,000 tested, 0.99% active;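 active = mean activation above about 17%, with every replicate also reaching it, limit read from the data, passing the limit was not always enough; inconclusive = only one of the two conditions met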;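 note: fluorescence polarization rise as delta FosB binds a TAMRA Cdk5 AP-1 oligo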
MITF act – activators of MITF-driven TRPM1 promoter reporter, primary screen, cell-based, SK-MEL-5, luciferase, single point | SK-MEL-5 TRPM1-promoter luciferase, 24 h; % of positive control, neutral wells = 0 | activation, % at 12.5 µM | 300,000 tested, 0.75% active;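 active = mean activation of at least 80% with every replicate also reaching 80%; inconclusive = mean reaches 80% but some replicate falls short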;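 note: 0% = neutral control wells and 100% = parthenolide positive control wells; values of inactives mirror those of a sister screen read the other way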
PfHsp90 yeast 2 – growth inhibition of PfHsp90-expressing yeast, primary screen, antimalarial PfHsp90 inhibitor project, S. cerevisiae, BacTiter-Glo luminescence, single point, set 2. BacTiter-Glo ATP, 48 h; yeast lacking PDR1 and PDR3 efflux regulators. inhibition, % at 9.4 µM. 310,000 tested, 0.32% active. AID 504621, 2011;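 active = every replicate shows inhibition above about 80%, whatever the replicate mean, limit read from the data; inconclusive = mean inhibition reaches the set limit but some replicate falls short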;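 note: 0% = DMSO neutral controls and 100% = 20 µM radicicol positive controls; yeast relying on Plasmodium falciparum Hsp90 in place of its own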
Numbers without * were called inactive; ? = inconclusive; . = no result given.

SMILES	CAL PDZ FP-2	SR-BI DiI inh	MITF act	SR-BI DiI-HDL act	PvdQ inh	CAL PDZ FP-1	PfHsp90 yeast 2	Rtt109 HAT inh	NSD2 inh	dFosB act
O=C(COc1ccc(F)c(Cl)c1)N1CCCCCCC1	-1.5	-15	-3	15	-12	-2	-3	7	-1	-17
O=C1CN(C(=O)COC(=O)[C@@H]2CC(O)CN2S(=O)(=O)c2ccc(Cl)cc2)c2ccccc2N1 (stereo partly specified)	0.1	14	13	-14	-11	0	-6	-4	1	-6
CCS(=O)(=O)c1ccc(O)c(NC(=O)COc2ccccc2)c1	-1.7	-41	-4	41	-6	-16	27	3	0	0
COc1cc(C(=O)N=c2sc3ccccc3n2C)cc(OC)c1OC	-6.1	?	18	-72	-6	-3	-13	-5	-1	-17
O=C(N/C(=C\c1ccc(Br)cc1)C(=O)N1CCOCC1)c1ccc(Br)o1	-1.9	2	-1	-2	-7	-6	20	-2	2	-16
CSc1nc2sc3c(c2c(=O)[nH]1)CCC3	-0.3	-17	10	17	-10	0	-12	2	-1	-3
Cc1oc(S(=O)(=O)N2CCCCC2)cc1NC(=O)Nc1ccc(F)cc1	-0.6	18	-2	-18	-12	45*	-6	-2	0	-2
COc1cc(OC)cc(C(=O)NNC(=O)c2cc3ccccc3cc2O)c1	-4.4	114*	8	-114	-18	.	17	0	0	11
Brc1ccccc1C1=Nn2c(nnc2-c2ccccc2)SC1	-2.9	2	-13	-2	6	-2	-6	0	.	-6
O=c1ccnc(Nc2ccc3c(c2)OCCO3)[nH]1	-0.5	-39	4	39	-2	-2	-11	5	1	-4
Nn1c(SCC(=O)NC(=O)NCc2ccccc2)nnc1C1CC1	-2.3	28	3	-28	-10	-1	-4	9	-4	-1
CCOc1ccc(C(=O)NCC(=O)N2CCCCCCC2)cc1OCC	-0.5	50	-9	-50	2	3	-1	.	-6	5
O=C1c2ccccc2C(=O)N1CCCON1C(=O)c2ccccc2C1=O	-0.9	-23	0	23	-15	-3	-17	10	0	-12
Cc1nn(C)c(C)c1CNC(=O)Nc1cccc(Cl)c1C	-0.1	20	17	-20	-5	0	3	-3	-2	-1
Cc1ccc(C)c(SCc2noc(C(=O)NC(C)C)c2C(=O)O)c1	-1.1	-18	-5	18	-17	-4	25	5	.	4
CCOC(=O)C1=C(COC(=O)c2cccnc2Cl)NC(=O)NC1C (stereo unspecified)	-0.6	-25	3	25	-13	.	46	-4	-1	5
Cc1ccc(CN2CCN(c3ncccn3)CC2)c(C)c1	-1.3	-20	-3	20	4	3	-12	1	0	3
Cc1ccc(C)c2sc(NC(=O)c3nc4ccccc4s3)nc12	-0.4	-17	-3	17	-7	-4	1	-9	.	-4
CCN1CCN(C(=O)c2ccc(Cl)c(S(=O)(=O)N3CCCCCC3)c2)CC1	-1.2	24	-9	-24	-10	-6	2	-2	-4	-4
CCOC(=O)/C=c1\s/c(=C\c2ccccc2C)c(=O)n1CC(=O)NCc1ccc2c(c1)OCO2	-0.5	-32	-5	32	-10	2	-25	-2	-1	4
Cc1cc(C)c2c(c1)cc(C)c1nnc(SCC(=O)Nc3cc(C)on3)n12	-2.2	1	-30	-1	-8	-2	-14	3	-1	-11
CCC(=O)Nc1ccc(Cl)c(NC(=S)NC(=O)COc2ccc(Cl)cc2)c1	-1.8	14	1	-14	-9	.	9	0	0	55*
CC1(c2ccc(C#N)cc2)NC(=O)N(CC(=O)Nc2cc(S(=O)(=O)N3CCOCC3)ccc2Cl)C1=O (stereo unspecified)	-1.1	13	-6	-13	-1	0	5	0	-2	2
Cc1ccc(N(CC(=O)O)S(=O)(=O)c2cccc3nonc23)cc1	.	-14	-7	14	14	2	-68	2	-8	-4
Cc1ccc(S(=O)(=O)N2[C@@H](c3ccc(C(C)(C)C)cc3)C(C(=O)O)=CC[C@H]2c2cccc(Cl)c2)cc1	-0.6	26	-2	-26	6	-7	-6	-9	.	-3
COc1ccccc1C(=O)NCCn1cc(SCC(=O)NCC2CCCO2)c2ccccc21 (stereo unspecified)	0.2	32	3	-32	6	-3	-6	1	0	-5
COc1ccc(NC(C)=O)cc1NS(=O)(=O)c1cn(C)c(=O)n(C)c1=O	-1.2	-41	.	41	-15	.	-16	-5	.	0
COc1ccc(N2C(=O)CC(N3CCN(c4ccc(S(C)(=O)=O)cc4)CC3)C2=O)cc1 (stereo unspecified)	-1.3	6	4	-6	-16	.	24	-4	4	-1
COc1ccc(-c2n[nH]c(=S)n2N)c(OC)c1	-8.8	-11	-7	11	7	-1	5	3	-1	-2
CC1N(C(=O)N2CCOCC2)CCN1S(=O)(=O)c1ccc(Cl)cc1 (stereo unspecified)	-0.7	-17	-11	17	-9	-3	-41	2	-4	3
O=C(NCc1ccncc1)C1=NN(c2ccccc2)C(=O)CC1	-1.2	-19	-9	19	7	3	2	1	1	0
O=C(COC(=O)C1=COCCO1)Nc1ccccc1OC(F)F	-0.1	-15	4	15	-2	-7	.	-3	-5	5
O=c1c2cc3ccccc3n2cnn1Cc1ccccc1F	-0.1	8	-7	-8	-17	-5	-9	8	-4	-8
C=CC[C@@H](CC(=O)NCCO)C(=O)N[C@H](C)COC(=O)[C@@H](CC=C)CC(=O)OC(C)(C)C	0.0	-13	-3	13	-3	-4	1	0	.	2
CC(C)OC(=O)c1sc2nc3c(cc2c1N)C(=O)CCC3	-1.7	-35	80	35	-10	-1	-102	-15	-2	-3
O=C(O)CCSC(=S)N1CCOCC1	-1.5	-25	-17	25	-10	-3	0	-2	-1	-3
Cc1ccc(NC(=O)CC(=O)Nc2ccc(C)cc2)cc1	-28	.	11	.	0	2	-9	3	.	-1
COc1ccc(CN2C(=O)c3cccnc3C2=O)cc1S(=O)(=O)N(C)c1cccc(C)c1	0.1	-19	-5	19	-7	47*	-9	-2	1	2
CCN(CC)S(=O)(=O)c1cccc(NC(=O)COc2ccc(F)cc2Br)c1	-1.5	0	20	0	-2	-1	4	-1	-3	-8
CC(C)(C)C1=CC(=O)C(=O)C(C(C)(C)C)=C1	0.1	60	-67	-60	-11	8	103*	-2	.	-4
Nc1ccc(-n2nc3ccccc3n2)cc1	0.1	3	.	-3	-27	.	-10	-3	-6	0
CSc1ccc(CN2CCC(Oc3cccc(C(=O)N4CCCC4)c3)CC2)cc1	-1.5	-17	-1	17	-3	.	-12	-1	5	-8
CCN(CC)CCN1C(=O)C2C3c4ccccc4C(c4ccccc43)C2C1=O (stereo unspecified)	-0.4	-14	-5	14	-2	2	-3	37	9	3
Cc1n[nH]c(C)c1C(=O)CC1(O)C(=O)N(Cc2ccccc2)c2ccc(Br)cc21 (stereo unspecified)	-1.3	-8	-10	8	-13	.	.	-3	-1	-7
COc1ccc(CCNC(=O)C/C(C)=N/NC(=O)C23CC4CC(CC(C4)C2)C3)cc1OC	-2.5	8	-17	-8	-6	-2	-19	20	2	-4
CCN(CC)CCCn1c(=S)[nH]c2ccc(Cl)cc2c1=O	0.5	24	-10	-24	-17	.	.	-4	28	2
CS(=O)(=O)c1ccc(Cl)c(NC(=O)CCCSc2ccccc2)c1	-0.7	11	-2	-11	-17	.	-8	1	-1	-3
Cn1c(=O)oc2cc(S(=O)(=O)Nc3ccccc3F)ccc21	-1.5	5	6	-5	-12	-4	-25	3	46	0
CC(=O)NCC(=O)OC(C(=O)c1ccccc1)c1ccc(Cl)cc1 (stereo unspecified)	-0.5	-17	-2	17	5	-3	12	-10	-1	2
CCOC(=O)CN1C(=O)N(CC(=O)OCC)C(c2ccccc2)(c2ccccc2)C1=O	0.9	-30	.	30	11	3	5	15	-4	-1
C/C(=N\OCC(=O)N/N=C/c1ccc(C)cc1O)c1cccs1	-0.6	-4	-8	4	4	-7	-22	13	-5	-7
CC(C)c1ccc(C2CC(=O)c3cnc(NC(=O)c4ccco4)nc3C2)cc1 (stereo unspecified)	-2.3	15	39	-15	-9	-4	-6	0	1	-25
CCN1CCCC1CNC(=O)c1cc2c(-c3cccc(OC)c3)nn(C)c2s1 (stereo unspecified)	-11	36	4	-36	-15	-6	27	24	-2	-39
N#CCCN(C(=O)c1ccco1)c1ccccc1	-0.1	-4	-2	4	-2	-4	1	0	-1	-2
COC(=O)c1ccc(/C=N/NC(=O)C(=O)NCc2ccccc2)cc1	-0.3	10	-5	-10	-18	2	5	4	-5	4
CC(=O)N1CCOc2ccc(S(=O)(=O)NCc3ccc(Cl)cc3)cc21	-0.7	-5	1	5	9	-6	-13	3	0	-7
Fc1ccc(-c2nnc(-c3ccc(Cl)cc3Cl)o2)cc1	-1.1	4	.	-4	-6	.	-11	11	.	-3
CCC(C)c1ccc(S(=O)(=O)N2CCN(c3ccccn3)CC2)cc1 (stereo unspecified)	-2.2	4	-11	-4	-28	-2	-14	-2	-1	-2
Cc1nnc(-c2ccc(N3CCCCCC3)c([N+](=O)[O-])c2)o1	0.1	23	.	-23	1	.	8	-1	12	-8
O=C(CSc1nnc(-c2ccc(C(F)(F)F)cn2)o1)Nc1ccccc1Cl	0.6	-12	54	12	-3	0	37	-5	-2	-1

(cont.)
SMILES	CAL PDZ FP-2	SR-BI DiI inh	MITF act	SR-BI DiI-HDL act	PvdQ inh	CAL PDZ FP-1	PfHsp90 yeast 2	Rtt109 HAT inh	NSD2 inh	dFosB act
N#CCCn1c(SCC(=O)c2c[nH]c3ccccc23)nc2ccccc21	-2.8	-5	-11	5	-11	-4	6	17	0	-8
COC(CNC(=O)c1ccc(CS(=O)(=O)c2ccc(Br)cc2)o1)OC	-0.7	-24	-2	24	5	-4	4	-4	37	-6
CCOc1cc(C(=O)Nc2cccc(C(C)=O)c2)ccc1OCC(=O)N1CCCCC1	-2.7	74*	4	-74	-1	-6	3	-3	2	-13
Nc1c(C(=O)NCc2ccccc2)nnn1Cc1ccc(F)cc1	-0.2	-4	7	4	-6	4	-13	3	.	-2
